Assay outcomes as filed in PubChem.
Rac1 wt modul = wildtype Rac1 GTP binding modulators, primary screen, biochemical, GST-Rac1 beads, flow cytometry, multiplex; GTP binding activity (% of control), % at 10 µM; hit rate 0.27% among 190,000; fluorescent GTP binding; actives lie on both sides; 0 = cold GTP competed, 100 = untreated;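 active = GTP binding activity at least 20 points away from the 100% control level, either lower or higher; inconclusive = compound flagged as likely green fluorescent, judged across all proteins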
Rac1 act GTP bind = GTP binding modulators of activated mutant Rac1, primary screen, biochemical, bead-based flow cytometry, multiplex, fluorescent GTP | GST-Rac1 activated beads; actives lie on both sides; 100% means binding = to untreated wells | percent activity (GTP binding), % at 10 µM | hit rate 0.11% among 190,000 | AID 764, 2007;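 active = GTP binding at least 20 percentage points away from the 100% baseline, in either direction, so actives lie on both sides; inconclusive = Compound likely fluorescent itself, or too few beads counted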
Cdc42 wt = modulators of GTP binding to wildtype Cdc42, primary screen, biochemical, multiplex bead flow cytometry, Bodipy-GTP | Cell division control protein 42 homolog (Homo sapiens), P60953 | GST-Cdc42 beads; actives lie on both sides | percent activity (GTP binding), % at 10 µM | hit rate 0.2% among 190,000 | AID 761, 2007;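 active = percent activity GTP binding at least 20 points away from the 100% baseline, either down as inhibitor or up as activator; inconclusive = compound flagged as likely green fluorescent from well-wide comparison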;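 note: median bead fluorescence of bound Bodipy-FL-GTP at 100 nM; 0% = excess unlabeled GTP control and 100% = no compound control; below 100% means less GTP binding so inhibitor and above means activator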
Target sequence (P60953 whole entry, looked up): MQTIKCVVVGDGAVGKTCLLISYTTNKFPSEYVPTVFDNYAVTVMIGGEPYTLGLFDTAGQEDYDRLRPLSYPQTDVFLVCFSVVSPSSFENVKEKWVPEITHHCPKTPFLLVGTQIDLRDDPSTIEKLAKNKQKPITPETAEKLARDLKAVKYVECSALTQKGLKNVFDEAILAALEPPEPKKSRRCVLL
ABCB1 inh = ABCB1 efflux pump inhibitors, primary screen, cell-based, multiplex, flow cytometry, ABCG2 counter-screen; ATP-dependent translocase ABCB1 (Homo sapiens), P08183; CCRF-Adr cells, JC-1 efflux; inhibition, % at 6.6 µM; hit rate 0.067% among 190,000; in the data active = inhibition above about 40%;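 note: 0% = vehicle and 100% = reference inhibitor; higher value means more JC-1 retained so stronger ABCB1 efflux block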
Rab2A wt mod = modulators of GTP binding to Rab2A wildtype, primary screen, biochemical, dog, bead-based flow cytometry, multiplex; Ras-related protein Rab-2A (Canis lupus familiaris), P61105; GST-Rab2 wt beads, Bodipy-GTP binding; GTP binding activity, % at 10 µM; hit rate 0.19% among 190,000; AID 760, 2007;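 active = GTP binding activity at least 20 points away from 100%, either lowered or raised; inconclusive = signal likely due to the compound's own green fluorescence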;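 note: 0% = beads with excess unlabeled GTP and 100% = no-compound control corrected for plate trend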
Pf gametocyte = late stage P. falciparum gametocyte viability inhibitors, primary screen, ATP luminescence, HTS. P. falciparum stage V gametocytes, 24 h. inhibition, % at 10.9 µM. hit rate 0.065% among 150,000. AID 743093, 2013;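 active = inhibition above the mean plus 3 SD of compounds within the control limits, set per campaign, cut at about 38% in these data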;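 note: 0% = DMSO wells and 100% = medium only without gametocytes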
ABCG2 inh = ABCG2 efflux pump inhibitors, primary screen, multiplex with ABCB1, IgMXP3 cells, flow cytometry; JC-1 efflux; inhibition, % at 6.6 µM; Broad substrate specificity ATP-binding cassette transporter ABCG2 (Homo sapiens), Q9UNQ0; hit rate 0.1% among 190,000; AID 1325, 2008;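 active = inhibition above 80%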;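 note: 0% = DMSO and 100% = nicardipine control wells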
Target sequence (Q9UNQ0 whole entry, looked up): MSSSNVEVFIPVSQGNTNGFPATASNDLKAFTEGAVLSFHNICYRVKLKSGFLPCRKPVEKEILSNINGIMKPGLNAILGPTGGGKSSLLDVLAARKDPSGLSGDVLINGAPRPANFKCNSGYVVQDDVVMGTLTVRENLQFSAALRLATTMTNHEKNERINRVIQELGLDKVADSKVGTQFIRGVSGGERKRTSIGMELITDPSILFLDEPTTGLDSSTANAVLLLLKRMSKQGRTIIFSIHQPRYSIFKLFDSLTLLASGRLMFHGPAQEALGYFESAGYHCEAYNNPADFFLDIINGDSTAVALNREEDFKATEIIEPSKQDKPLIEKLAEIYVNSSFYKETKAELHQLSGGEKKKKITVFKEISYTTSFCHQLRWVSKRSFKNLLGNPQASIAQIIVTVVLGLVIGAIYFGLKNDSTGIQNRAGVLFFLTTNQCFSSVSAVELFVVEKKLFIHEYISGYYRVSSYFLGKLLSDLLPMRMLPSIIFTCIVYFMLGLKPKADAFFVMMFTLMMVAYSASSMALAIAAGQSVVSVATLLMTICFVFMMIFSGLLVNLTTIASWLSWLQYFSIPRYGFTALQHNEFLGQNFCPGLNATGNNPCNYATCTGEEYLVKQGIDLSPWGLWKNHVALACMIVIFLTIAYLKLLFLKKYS
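Test system: IgMXP3 (ABCG2) plus far-red-tagged CCRF-Adr (ABCB1) cells. Reagent: JC-1 dye as substrate. Timing: 10 min exposure at 25 °C with rotation, no wash. Measured by: flow cytometric JC-1 green MFI at 530 nm. Read-out: percent efflux inhibition, scaled nicardipine 100% to DMSO 0%. Control set: nicardipine and DMSO wells.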
HRas wt GTP bind = modulators of GTP binding to HRas wildtype, primary screen, biochemical, bead-based flow cytometry, multiplex. GST-Ras wt beads, Bodipy-FL-GTP binding; actives lie on both sides. GTP binding activity, % at 10 µM. GTPase HRas (Homo sapiens), P01112. hit rate 0.14% among 190,000;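 active = GTP binding activity at least 20% away from the 100% baseline, either lowered as inhibitor or raised as activator; inconclusive = flagged as likely green fluorescent, judged across all proteins in the well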;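 note: 0% = unlabeled GTP competition control and 100% = no-compound control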
Target sequence (P01112 whole entry, looked up): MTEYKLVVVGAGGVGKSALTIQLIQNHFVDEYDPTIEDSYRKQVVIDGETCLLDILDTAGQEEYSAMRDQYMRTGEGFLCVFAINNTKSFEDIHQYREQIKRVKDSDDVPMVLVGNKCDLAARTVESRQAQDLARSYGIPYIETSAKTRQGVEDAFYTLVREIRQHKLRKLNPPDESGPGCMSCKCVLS
Rab7 wt GTP bind = modulators of GTP binding to Rab7, primary screen, biochemical, wildtype, multiplex bead flow cytometry; GST-Rab7 beads, fluorescent GTP binding; actives lie on both sides; untreated = 100%, excess cold GTP = 0%; GTP binding activity (percent of control), % at 10 µM; hit rate 0.055% among 190,000; AID 758, 2007;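 active = fluorescent GTP binding to Rab7 beads changed by at least 20 points from the 100% baseline, either direction, mostly lower; inconclusive = compound itself probably fluorescent, or too few beads counted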;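 note: median green fluorescence of bound Bodipy-FL-GTP per Rab7 bead population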
Avidin bead fluor = green autofluorescence of compounds with avidin beads – biophysical, 488/530 nm, flow cytometry, artefact control, profiling panel. AID 1775, 2009. fluorescence (KMESF) at 10 µM. compound fluorescence 488/530 nm; stronger effect = higher value. hit rate 0.38% among 220,000; in the data active = fluorescence above about 47; note: inactives centre near 10
GSH bead fluor = compound fluorescence on glutathione beads, profiling panel, artefact control, biophysical, 488/530 nm, flow cytometry | fluorescence (KMESF) at 10 µM | hit rate 0.25% among 190,000 | GSH beads flow cytometry, compound fluorescence 488/530 nm; stronger effect = higher value; in the data active = fluorescence above about 89;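 note: glutathione beads carrying GST-tagged Bcl family fusion proteins plus one bare bead set; values are compound well signal with DMSO vehicle wells as background; inactives centre near 16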
Active calls of the source: *; ? = inconclusive; / = no result given.

SMILES	Rac1 wt modul	Rac1 act GTP bind	Cdc42 wt	ABCB1 inh	Rab2A wt mod	Pf gametocyte	ABCG2 inh	HRas wt GTP bind	Rab7 wt GTP bind	Avidin bead fluor	GSH bead fluor
NC1CCCCC1N=Cc1c(O)n(CCc2ccc(F)cc2)c(=O)[nH]c1=O (stereo not given)	101	99	101	0.7	101	/	16	101	98	10	33
COC(=O)CN1C(=O)N/C(=C/c2ccccc2OC)C1=O	98	94	95	0.1	97	-11	0	97	105	21	12
CCC12CN(C(=O)c3ccc(OC)cc3)CC(CC)(CN(C(=O)c3ccc(OC)cc3)C1)C2=O	96	96	96	0.8	93	/	0	94	93	13	49
COc1ccccc1N1CCN(C(c2ccc(N(C)C)cc2)c2nnnn2CCc2ccccc2)CC1 (stereo not given)	100	99	98	-1.4	97	/	-6	98	98	3	29
CCOc1ccc(NC(=S)N(CCc2c(C)[nH]c3ccc(C)cc23)Cc2cccnc2)cc1	100	101	97	0.6	99	/	2	98	96	/	18
Cc1ccc(OCCNC(=O)/C=C/c2ccccc2)cc1C	91	91	88	0.3	90	-26	9	92	97	10	15
C=CCn1c(SCc2cc(=O)n3ccsc3n2)nc2ccccc2c1=O	91	93	93	2.3	92	-9	4	92	100	9	11
CC1Cc2cc(/C(O)=C3/C(=O)C(=O)N(CCCN(C)C)C3c3ccncc3)ccc2O1 (stereo not given)	100	96	100	0.5	98	-21	2	98	100	14	27
CSc1nc2nc3c(c(=O)n2[nH]1)CCCC3	104	99	103	0.7	102	/	2	102	100	16	32
CCc1cccc2c(C(=O)CSc3nncn3-c3ccc(OC)cc3)c[nH]c12	101	98	98	-0.5	97	5	1	98	94	12	11
NS(=O)(=O)c1ccc(NC(=O)C2CCCN(S(=O)(=O)c3ccc(F)cc3)C2)cc1 (stereo not given)	98	94	98	0.0	94	/	0	97	94	32	13
CC(C)(C)C(=O)CSc1ncnc2sc3c(c12)CCC3	96	94	91	0.1	96	13	4	94	104	9	24
Cc1nn(C2CCS(=O)(=O)C2)c(Cl)c1/C=C/C(=O)OCC(=O)N(C)C (stereo not given)	99	94	97	2.2	94	13	6	94	94	9	10
C=CCn1c(SCC(=O)NC2CCS(=O)(=O)C2)nnc1-c1cc2c(s1)CCC(CC)C2 (stereo not given)	99	99	99	0.3	96	14	9	98	95	15	16
COc1ccc(OC)c(/C=N/NC(=O)CCc2ccc(O)c(O)c2)c1	103	101	102	2.0	101	-2	27	101	102	15	17
Cc1c(C(=O)Nc2ccccc2)sc2nc(-c3ccccc3)cn12	102	98	99	0.2	96	22	0	99	97	10	17
O=C(N1CCOCC1)N(CCN1CCOCC1)Cc1cccc2ccccc12	98	97	98	1.2	96	-7	1	97	96	6	30
CC1CCCC(C)N1C(=O)COc1ccc(F)cc1 (stereo not given)	96	95	97	0.4	99	-5	3	100	105	11	13
COc1ccc(CNC[C@@H](CCCCN(C)Cc2ccc(OC)cc2)N2C[C@H](c3ccccc3)N(CCc3ccc(Cl)c(Cl)c3)C(=O)C2=O)cc1	95	95	97	0.2	95	/	6	93	94	6	20
CCOc1cc(OCC)cc(C(=O)Nc2cccc(C(C)=O)c2)c1	107	103	101	0.3	100	-34	5	104	101	5	11
Cc1ccccc1NC(=O)c1snc2c(=O)[nH]cnc12	95	95	97	0.1	96	-10	2	96	100	7	23
O=C1CCCCN1CCc1c[nH]c2ccccc12	98	91	96	0.3	97	/	9	96	97	7	20
O=C(OCC(F)(F)C(F)F)c1ccccc1C(=O)Oc1ccc(F)cc1F	87	86	92	1.0	86	-19	10	90	89	15	35
CSCCC(NC(=O)c1ccccc1Br)C(=O)NCC1CCCCC1 (stereo not given)	94	94	91	1.4	93	-3	4	92	90	27	11
COc1ccc(-c2csc(NS(=O)(=O)c3ccc([N+](=O)[O-])cc3)n2)cc1	94	93	94	-0.1	95	-3	-5	97	94	13	16
Cc1ccc(Nc2nc(N)nc(CN3CCN(C)CC3)n2)cc1	105	104	107	0.7	107	15	2	106	100	8	19
Cc1nn(CC(=O)Nc2ccc3c(c2)OCO3)c(C)c1[N+](=O)[O-]	100	98	100	1.4	99	3	11	100	95	8	28
O=C(O)CCc1nnc2n(Cc3ccc(F)cc3)c(=O)c3ccccc3n12	92	95	94	0.1	93	/	1	95	93	7	28
Cc1nc(N2CCN(c3ccccn3)CC2)c2c(C)c(C(=O)Nc3ccc(F)cc3F)sc2n1	?	?	?	20	?	24	8	?	?	9	19
NS(=O)(=O)c1ccc(N2C(=O)C3C4CC(C(Br)C4Br)C3C2=O)cc1 (stereo not given)	101	102	102	0.3	104	-7	1	102	109	23	11

An excerpt from above with just Rac1 act GTP bind:
molecule | Rac1 act GTP bind
O=C1CCCCN1CCc1c[nH]c2ccccc12 | 91
O=C(OCC(F)(F)C(F)F)c1ccccc1C(=O)Oc1ccc(F)cc1F | 86
CSCCC(NC(=O)c1ccccc1Br)C(=O)NCC1CCCCC1 (stereo not given) | 94
COc1ccc(-c2csc(NS(=O)(=O)c3ccc([N+](=O)[O-])cc3)n2)cc1 | 93
Cc1ccc(Nc2nc(N)nc(CN3CCN(C)CC3)n2)cc1 | 104
Cc1nn(CC(=O)Nc2ccc3c(c2)OCO3)c(C)c1[N+](=O)[O-] | 98
O=C(O)CCc1nnc2n(Cc3ccc(F)cc3)c(=O)c3ccccc3n12 | 95

Looked up above.
Cc1ccccc1NC(=O)c1snc2c(=O)[nH]cnc12 – Rab2A wt mod = 96
COc1ccc(-c2csc(NS(=O)(=O)c3ccc([N+](=O)[O-])cc3)n2)cc1 – Rab7 wt GTP bind = 94

More structures follow.
SMILES	Rac1 wt modul	Rac1 act GTP bind	Cdc42 wt	ABCB1 inh	Rab2A wt mod	Pf gametocyte	ABCG2 inh	HRas wt GTP bind	Rab7 wt GTP bind	Avidin bead fluor	GSH bead fluor
COc1cccc(NC(=O)CSc2nnc(Cn3nnc4ccccc43)n2C)c1	105	100	99	0.5	99	/	1	100	101	6	25
Cc1ccccc1NC(=O)Nc1nnc(CC(=O)NCc2ccccc2)s1	103	98	99	-0.8	98	/	-5	100	102	5	10
O=C(c1cccs1)N(Cc1ccco1)Cc1cc2ccccc2[nH]c1=O	104	100	104	2.2	103	-10	49	99	102	20	22
COC(=O)Cn1c(=NC(=O)c2ccc(OC)cc2)sc2cc(OC)ccc21	104	100	100	-0.7	101	-23	-9	101	102	10	11
O=c1c2cn[nH]c2[nH]c(=S)n1-c1cccc2ccccc12	96	95	97	0.0	97	/	4	96	97	4	24
C=CCNCCOCCOc1ccc(Cl)cc1C(C)(C)C	102	98	103	0.5	97	7	3	99	99	4	11
CC(C)(C)C(=O)Nc1ccc(S(=O)(=O)c2ccc(NC(=O)C(C)(C)C)cc2)cc1	104	101	103	0.1	102	3	1	100	101	9	16
O=C(COC(=O)C1CC2C=CC1C2)Nc1cccc(S(=O)(=O)N2CCCCC2)c1 (stereo not given)	108	100	106	5.1	102	10	1	100	96	15	11
Cc1ccc(O)c(NC(=O)c2cc(-c3ccc(F)cc3)on2)c1	98	98	99	0.0	96	-2	0	96	96	10	16
NS(=O)(=O)c1ccc(NC(=O)CCCC(=O)O)cc1	99	98	97	-0.1	103	-19	-2	99	105	10	26
Cc1ccc(-c2nn(-c3cc(Cl)ccc3[N+](=O)[O-])c(=O)c3ccccc23)cc1	109	101	105	0.5	103	/	3	101	103	9	13
CC1CCc2nc3ccccc3c(C(=O)OCC(=O)NC3CCS(=O)(=O)C3)c2C1 (stereo not given)	91	93	93	0.6	93	/	6	95	100	15	10
Cc1ccc(-c2csc3nc(C)n(N)c(=O)c23)cc1	94	96	96	0.8	95	-7	5	96	95	24	7
COCCN(CCOC)C(=O)c1cc2c(=O)n3ccccc3nc2s1	107	102	107	0.4	106	/	3	107	108	36	11
CCc1ccc(OC)c(S(=O)(=O)Nc2ccccc2C)c1	97	97	101	0.3	99	0	1	99	96	37	13
COc1cc(Cl)cc2c1Sc1ccccc1/C2=C/CCN(C)C	102	101	103	0.5	103	/	1	103	99	7	46
CCOC(=O)CSc1nnc(-c2ccncc2)o1	103	99	100	0.8	102	-6	3	103	100	33	25
Cc1ccc(C(=O)CC2(O)C(=O)N(Cc3ccc4c(c3)OCO4)c3ccccc32)cc1 (stereo not given)	106	99	103	1.5	103	11	7	102	100	10	24
O=C(CSc1nnnn1C1CCCCC1)NCc1cccs1	101	93	97	-0.2	98	/	4	98	97	11	19
NC(=O)Cc1ncc(C(F)(F)F)cc1Cl	100	97	99	0.7	98	4	4	96	93	6	19
Cc1occc1-c1nnc(SCC(=O)c2ccc(F)cc2)n1Cc1ccco1	107	99	100	1.2	99	15	18	101	104	19	33
Cc1ccc(N(CC(=O)N2CCc3ccccc32)C2=NC(=O)CS2)cc1	104	94	94	1.6	101	/	8	100	102	7	27
COc1cccc(CNS(=O)(=O)/C=C/c2ccc3c(c2)OCO3)c1	96	93	97	0.2	93	/	0	97	93	34	13
